Screening data from PubChem BioAssay.
TIM10 inh: TIM10 yeast growth inhibition | 330,000 tested, 1.4% active | S. cerevisiae TIM10 strain growth, BacTiter-Glo luminescence, 24 h | inhibition, % at 10 µM;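 active = inhibition of 40% or more at the single tested concentration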;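 note: wild-type TIM10 isogenic control strain grown at permissive 25 °C; 0% = DMSO yeast wells and 100% = minimal medium wells without yeast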
APJ agonist: APJ receptor agonism; P35414; AID 2520; 330,000 tested, 0.11% active; CHO-K1 APJ PathHunter beta-arrestin, luminescence; 0% DMSO wells, 100% apelin; activation, % at 20 µM;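 active = activation more than six SD over the plate average, tested at 20 µM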;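 note: 0% = DMSO alone and 100% = apelin-13 at 10 nM; some results filed as inactive read as strong as hits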
Target sequence (P35414 whole entry, looked up): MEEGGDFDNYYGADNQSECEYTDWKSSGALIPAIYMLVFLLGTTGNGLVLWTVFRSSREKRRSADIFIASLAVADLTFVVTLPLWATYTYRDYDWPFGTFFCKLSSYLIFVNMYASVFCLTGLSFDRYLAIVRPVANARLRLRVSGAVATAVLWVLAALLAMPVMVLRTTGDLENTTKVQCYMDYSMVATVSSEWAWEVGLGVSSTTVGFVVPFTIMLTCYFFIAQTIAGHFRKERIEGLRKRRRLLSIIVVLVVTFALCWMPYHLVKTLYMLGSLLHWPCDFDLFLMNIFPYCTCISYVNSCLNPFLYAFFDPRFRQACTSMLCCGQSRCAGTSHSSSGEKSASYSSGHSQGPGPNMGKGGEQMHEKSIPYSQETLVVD
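assay system = CHO-K1 APJ beta-arrestin complementation cell line | input = cell density 1000 per well | dosing = compound 20 µM once, DMSO 1% | timing = compound 90 min 25 °C, reagent 1 h | measured by = luminescence from split beta-galactosidase complementation, Galacton Star/Emerald II substrate | read-out basis = APJ agonist activity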
NLRP3 yeast inh: NALP3 inhibition in yeast; AID 2825; 330,000 tested, 0.39% active; inhibition, % at 10 µM; Yeast reconstituted NLRP3/ASC/caspase-1, beta-gal luminescence, 24 h;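 active = inhibition of 50% or more; inactive = inhibition below 50%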;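 note: plate controls were induced DMSO wells for no effect and uninduced yeast grown without galactose for full effect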
GRIN3A LBD mod: modulators (binders) of human NR3A ligand-binding domain | NR3A LBD differential scanning fluorimetry, Tm shift; 0% = protein alone, 100% = glycine-bound protein | Tm shift relative to glycine control, % at 25 µM | 340,000 tested, 2.5% active;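 active = melting temperature shift of at least 10% of the positive control shift, at one fixed dose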
tim10-1 inh: inhibits growth of tim10-1 mutant yeast; S. cerevisiae tim10-1 ts strain growth, BacTiter-Glo, 24 h; inhibition, % at 20 µM; 330,000 tested, 2.2% active; AID 463190;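 active = inhibition of at least 40%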;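 note: mutant grown at 25 °C; 0% = DMSO wells with yeast and 100% = wells holding no yeast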
Mdm2-MdmX inh: disrupts the human Mdm2-MdmX interaction; SaOS-2 split-luciferase Mdm2/MdmX complementation, luminescence; 330,000 tested, 3% active; inhibition, % at 8 µM; AID 485346; O15151+Q00987;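 active = inhibition of at least 50% at 8 µM in the primary screen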
UPR CHOP act: apoptotic UPR (CHOP) activation; CHO-CHOP luciferase reporter, luminescence; percent of tunicamycin response over DMSO baseline; activation, % at 10 µM; 330,000 tested, 0.34% active;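 active = at 10 µM dose, activation of 40% or more, normalized to positive control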;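 note: 100% = tunicamycin at 10 µg/mL and 0% = DMSO alone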
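Dosing – one dose, 10 µM in 0.5% DMSO · System – CHO-CHOP cells, stable luciferase reporter of PERK-eIF2a-CHOP signalling · Input – 500 cells/well · Control set – tunicamycin 10 µg/mL final as positive, DMSO-only wells as negative · Timing – 6 h compound treatment, 37 °C · Measure – % activation vs tunicamycin · Technique – luminescence read with Steady-Glo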
tim23-1 inh: inhibits growth of tim23-1 mutant yeast; 330,000 tested, 1.3% active; S. cerevisiae tim23-1 growth, BacTiter-Glo luminescence, 24 h; inhibition, % at 20 µM;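 active = growth inhibition of the mutant yeast at or above 50%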;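 note: temperature-sensitive mutant grown at 25 °C; plate controls were DMSO-treated mutant yeast for no effect and medium wells lacking yeast for full effect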
UPR XBP1 act: adaptive UPR (XBP1) activation; CHO-XBP1 luciferase reporter, IRE1-XBP1 UPR activation, luminescence; percent of tunicamycin response, DMSO as zero; activation, % at 20 µM; 330,000 tested, 0.33% active;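 active = versus positive control, 20 µM dose yields 30% or more activation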;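 note: 100% = tunicamycin at 10 µg/mL and 0% = DMSO only wells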
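Material: CHO cell line with stable XBP1 luciferase reporter; buffer or medium: F12 medium containing 10% fetal bovine serum; compound: single point, 20 µM final compound, 1% DMSO; incubation: 6 h treatment, 37 °C; measured by: glow luminescence from Steady-Glo reagent; evaluation: activation, % of tunicamycin; control set: tunicamycin high, DMSO low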
* marks the source's active call; other numbers are inactive results.

SMILES	TIM10 inh	APJ agonist	NLRP3 yeast inh	GRIN3A LBD mod	tim10-1 inh	Mdm2-MdmX inh	UPR CHOP act	tim23-1 inh	UPR XBP1 act
Cc1cn2c(nc1=O)OC1C(O)C(COC(=O)c3ccccc3)OC12 (stereo not drawn)	6.6	-1.5	4.1	2.0	6.7	28.3	-0.7	17.7	-1.3
CCOc1ccc(CN2CCNC(=O)C2CC(=O)NCc2ccccn2)cc1 (stereo not drawn)	-8.9	-1.9	24.4	-2.7	12.0	8.3	-2.8	4.7	-1.5
O=C(NCCC1=CCCCC1)C(=O)NCCc1ccc(Cl)cc1	-4.0	-0.8	6.1	-1.2	-6.6	22.2	2.3	-0.1	0.3
O=C(Nc1cc(Cl)ccc1N1CCOCC1)c1cc2ccccc2o1	14.2	-2.8	0.6	-11.2	16.8	23.6	1.6	3.8	-1.5
CC(C)(C(N)=O)c1ccccc1	8.8	-5.6	8.1	2.1	-10.6	22.0	0.3	1.5	-1.3
C#CCNC(=O)C1=C[C@H](c2ccc(C#C)cc2)C[C@H](OCc2ccc(CO)cc2)O1	-7.1	1.9	12.3	-0.8	4.3	12.9	1.8	17.1	0.1
COC(C[C@@H](O)[C@H](C)[C@@H](O)COCc1ccccc1)OC	6.7	7.6	-1.6	-1.8	3.7	21.7	2.9	7.0	0.6
O=c1[nH]c(SCCN2CCOCC2)nc(O)c1-c1ccccc1	-0.3	-4.2	-0.6	-0.1	-8.8	23.9	2.2	-4.2	-2.9
CS(=O)(=O)CCC(C(=O)O)N1C(=O)c2ccc(Oc3ccc(Cl)cc3)cc2C1=O (stereo not drawn)	4.3	0.9	-5.8	0.5	24.5	-25.0	-1.9	20.4	-1.9
Cc1ccccc1CN1C(=O)c2ccccc2S(=O)c2ccc(C(=O)NCCCN3CCOCC3)cc21 (stereo not drawn)	-164.4	0.7	7.4	0.5	-54.9	23.3	1.4	-35.1	-1.2
CCOc1ccc(C(=O)N(CN2CCCC2=O)c2cccc(Cl)c2)cc1	-1.5	-0.6	7.2	-0.6	-12.7	-7.9	-1.9	17.9	-1.0
O=C(CN1C(=O)C2CCCCC2C1=O)OCn1nnc2ccccc2c1=O (stereo not drawn)	11.4	-4.5	8.4	-1.1	10.6	10.8	1.5	8.3	3.7
NC(=S)N=Nc1c(O)n(CCCl)c2ccccc12	-13.3	-3.4	14.4	-0.4	-8.0	18.2	-1.3	-7.1	0.7
O=C(Cc1ccc(Cl)cc1)c1c[nH]c(C(=O)NCCCn2ccnc2)c1	-13.1	-0.7	-5.8	-0.6	-12.9	8.3	-0.2	-6.3	-4.5
O=C(Cc1ccccc1)NC1CCSc2ccccc21 (stereo not drawn)	-7.8	-7.6	0.6	-2.0	7.4	35.7	0.9	10.8	-3.3
O=C1CN(C(=O)c2ccccc2)C(c2ccccc2)c2cc(Cl)ccc2N1 (stereo not drawn)	12.7	2.8	12.1	-1.0	32.8	-29.1	-0.6	24.5	-2.4
Cc1ccc(C2=NN(C(=O)COc3ncnc4ccccc34)C(c3ccco3)C2)cc1 (stereo not drawn)	17.1	-3.8	-1.4	0.3	-2.5	12.3	1.6	0.9	-0.8
CCCc1nc2c(ccc3ccccc32)cc1CC	-13.5	-6.1	12.1	8.4	-18.9	12.6	0.1	-3.9	2.5
CSCCC(NC(=O)c1ccccc1Cl)C(=O)Nc1ccc(C)c(S(=O)(=O)N2CCOCC2)c1 (stereo not drawn)	2.3	-0.4	9.6	0.2	12.1	12.9	-0.1	4.7	-1.9
O=C1CCC(c2ccccc2)=NN1	-16.7	-0.6	-4.1	0.1	8.6	15.9	-0.1	10.6	-3.4
CN(C(=O)c1cc(COc2ccc(F)cc2Cl)on1)C1CCCc2ccccc21 (stereo not drawn)	25.5	-2.5	9.3	-9.7	26.3	23.1	0.7	18.9	-6.0
O=C(CN1CCc2ccccc2C1)Nc1ccccc1C(=O)NC1CC1	15.5	-4.8	4.5	-1.7	17.5	19.8	1.6	15.7	-3.3
CC(=O)Nc1ccc(NC(=O)CCCSc2nc3ccccc3s2)cc1	13.6	-1.1	14.0	-5.2	20.0	-12.7	-1.0	31.6	0.3
CN1C(=O)NC(c2ccc(O)cc2)C2=C1CN(c1ccc(O)cc1)C2=O (stereo not drawn)	-4.2	-1.6	19.1	-0.6	0.0	0.4	1.4	-4.5	-2.7
COCCn1c(SC2CCOC2=O)nc2ccccc2c1=O (stereo not drawn)	2.6	-1.5	-0.9	-0.4	10.6	-10.1	0.1	0.9	1.7

Single records, as listed above. Order of screens: TIM10 inh	APJ agonist	NLRP3 yeast inh	GRIN3A LBD mod	tim10-1 inh	Mdm2-MdmX inh	UPR CHOP act	tim23-1 inh	UPR XBP1 act
`CCOc1ccc(CN2CCNC(=O)C2CC(=O)NCc2ccccn2)cc1` (stereo not drawn) is entered as -8.9	-1.9	24.4	-2.7	12.0	8.3	-2.8	4.7	-1.5
`O=C1CCC(c2ccccc2)=NN1` is entered as -16.7	-0.6	-4.1	0.1	8.6	15.9	-0.1	10.6	-3.4
`CC(=O)Nc1ccc(NC(=O)CCCSc2nc3ccccc3s2)cc1` is entered as 13.6	-1.1	14.0	-5.2	20.0	-12.7	-1.0	31.6	0.3
`CSCCC(NC(=O)c1ccccc1Cl)C(=O)Nc1ccc(C)c(S(=O)(=O)N2CCOCC2)c1` (stereo not drawn) is entered as 2.3	-0.4	9.6	0.2	12.1	12.9	-0.1	4.7	-1.9
`O=C(CN1C(=O)C2CCCCC2C1=O)OCn1nnc2ccccc2c1=O` (stereo not drawn) is entered as 11.4	-4.5	8.4	-1.1	10.6	10.8	1.5	8.3	3.7

Further entries follow.
SMILES	TIM10 inh	APJ agonist	NLRP3 yeast inh	GRIN3A LBD mod	tim10-1 inh	Mdm2-MdmX inh	UPR CHOP act	tim23-1 inh	UPR XBP1 act
Cc1cc(C)nc(SCC(=O)NC2=NN=C(c3ccc(Br)cc3)CS2)n1	12.0	2.4	2.1	-1.6	32.6	17.3	4.6	44.7	8.4
O=C(NCC1CCCO1)c1cccc(S(=O)(=O)N2CCCCC2)c1 (stereo not drawn)	-7.6	-6.8	24.4	0.5	-20.9	8.6	-0.7	-7.2	-0.1
CCSc1nnc(NC(=O)C(NC(=O)c2ccc(Cl)cc2)C(C)C)s1 (stereo not drawn)	-6.1	0.0	10.1	9.9	21.0	1.4	-0.4	10.0	-0.3
COc1ccc(CCNC(=O)c2ccc([N+](=O)[O-])cc2)cc1	2.5	2.1	18.2	1.5	2.6	-33.5	0.8	11.1	-2.6
COC(=O)c1c(C(=O)OC)c(-c2ccccc2)n2c1CS(=O)(=O)C2	-2.8	-2.4	2.8	-0.5	1.7	4.5	-2.3	3.5	-0.2
Cc1ccc(S(=O)(=O)N2CCCCC2)cc1NC(=O)CCOc1ccccc1	-5.3	-1.2	0.4	1.9	20.4	12.2	1.3	15.1	-4.2
O=C(Cn1nnc(-c2ccccc2)n1)Nc1ccccc1N1CCOCC1	-5.8	0.4	16.8	0.5	6.7	-13.7	-0.4	15.3	4.3
CC1(C)Cc2ccccc2C(Nn2cnnc2)=N1	-10.2	-4.0	-4.9	0.3	-6.7	-21.7	0.8	-1.4	1.5
Cc1cccc(C)c1OCCn1nnc2ccccc21	6.8	-4.9	8.8	-0.4	7.3	-1.3	0.7	26.6	0.3
O=C(Nc1nc(=O)c2ccccc2s1)c1ccc(F)cc1	9.5	4.4	15.9	-1.3	12.9	-84.0	4.4	5.5	0.7
COc1cc(OC)cc(C(=O)NCC(=O)OCC(=O)Nc2ccc(C)c(S(=O)(=O)N3CCOCC3)c2)c1	10.2	-3.1	13.8	-0.3	18.0	4.8	2.0	7.7	-2.0
COc1ccc(-c2ccc(NS(=O)(=O)c3ccc([N+](=O)[O-])cc3)cc2)nn1	9.9	1.9	13.6	-2.1	11.6	13.9	-1.1	11.6	-3.5
Cc1ccc(CNC(=O)C2CCCCN2S(=O)(=O)c2ccccc2)cc1 (stereo not drawn)	-14.3	0.4	5.0	0.8	20.3	9.7	0.8	14.7	-5.0
CC(C)(C)c1cc(Cl)ccc1OCCOCCN1CCCC1	6.7	-2.6	21.8	0.0	-34.8	21.2	-2.5	-10.9	-0.5
CCCNC(=O)[C@H](C)NC(=O)c1ccc(Br)cc1	-20.9	1.2	12.0	-0.4	-10.4	15.2	0.4	-17.1	-0.8
N#C/C(=C\c1cccnc1)C(=O)NC1CCCCC1	65.2*	-1.7	3.5	-2.6	57.7*	-0.6	-0.8	70.2*	-1.8
C=CCn1c(=S)[nH]c2scc(-c3ccco3)c2c1=O	4.2	-4.1	-1.1	2.4	20.4	-19.1	1.1	10.1	-0.3
CN1CCc2c(OCC(=O)NC3CCCCC3)cccc2C1=O	8.3	-4.6	7.2	3.5	18.5	28.0	0.6	17.8	-2.1
COc1ccc(C(=O)Nc2nc(N3C(=O)c4ccccc4C3=O)n(-c3ccccc3)n2)cc1	-8.7	-5.3	2.2	-2.2	10.3	-6.4	-1.2	7.0	1.3
C=CCN1C(=O)c2ccc(C(=O)N(C)CC(=O)Nc3ccccc3Cl)cc2C1=O	3.9	-4.8	8.6	1.0	8.1	-23.3	0.9	14.0	0.3
CC(C)C[C@H](NC(=O)N1CCn2c1nc1ccccc12)C(=O)NCC1CCCO1 (stereo partly drawn)	6.5	-1.0	2.3	0.1	4.0	24.8	0.2	1.7	-3.8
CCN(CC1COc2ccccc2O1)C(=O)c1ccc(Cl)c(S(=O)(=O)N2CC(C)OC(C)C2)c1 (stereo not drawn)	16.4	-0.1	0.5	-4.1	20.5	3.5	1.5	21.7	-1.9
COc1ccc(CCNC(=O)C(=O)NCC2OCCN2S(=O)(=O)c2ccc(C)cc2)cc1OC (stereo not drawn)	2.5	-4.0	-14.7	-2.5	6.4	-3.6	0.6	-9.9	-4.9
CN(CC(=O)Nc1ncn[nH]1)S(=O)(=O)c1ccc(Cl)cc1	9.9	-1.5	18.9	-2.4	-10.8	10.4	2.0	-7.2	-0.3
Cc1cccc(Nc2ccccc2C(=O)O)c1C	7.2	1.7	13.6	14.3*	7.6	18.7	-0.8	19.7	-3.8

Going on with the list:
SMILES	TIM10 inh	APJ agonist	NLRP3 yeast inh	GRIN3A LBD mod	tim10-1 inh	Mdm2-MdmX inh	UPR CHOP act	tim23-1 inh	UPR XBP1 act
CCOc1ccccc1C(=O)Nc1cccc(-c2ccc(N3CCOCC3)nn2)c1	-87.4	7.2	27.9	-0.6	26.2	-47.6	4.6	-6.7	0.7
Cc1n[nH]c(=O)c2c(NC(=O)COC(=O)Cc3c(F)cccc3Cl)oc(C)c12	3.6	-5.7	-1.7	2.4	-1.9	22.6	1.1	1.2	-3.6
O=S(=O)(NCCN1CCOCC1)c1cc(Cl)ccc1Cl	3.8	-2.3	1.3	1.4	-7.6	7.5	-3.7	-6.5	-1.4
CCCCN(C/C=C/c1ccccc1OC)Cc1ccccc1	-5.5	4.0	10.0	2.2	11.0	-38.2	1.3	18.6	-4.7
CCCCCCC1CC(C)(/C(C)=N/NC(N)=O)OC1=O (stereo not drawn)	-6.8	-3.9	0.8	1.5	13.1	17.3	-2.4	19.9	-1.2
COCCCN(C(=S)Nc1cccc(Cl)c1)C(C)c1ccncc1 (stereo not drawn)	12.3	-4.0	11.2	-2.9	23.7	17.6	2.8	21.0	-0.1

Outcome played no part in choosing rows. About 8.2% of those tested had a hit in this group.
